NadD block: blocks S. aureus nicotinate mononucleotide adenylyltransferase; inhibition, % at 20 µM; purified NadD enzyme, colorimetric absorbance read-out; 360,000 tested, 0.78% active; in the data active = inhibition above about 26%; note: some compounds past the cut are filed as inactive
MsrA inhibitor: bovine MsrA inhibition | purified bovine MsrA, absorbance read-out | AID 651718 | 360,000 tested, 0.75% active | inhibition, % at 15.5 µM; in the data active = inhibition above about 4.5%;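 note: 0% = vehicle wells with enzyme and 100% = reference inhibitor wells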
Scp-1 inhibitor: Scp-1 (human) phosphatase inhibition. Q9GZU7. AID 493091. 340,000 tested, 0.88% active. Recombinant Scp1, phosphopeptide, malachite green phosphate absorbance. inhibition, % at 20 µM;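 active = inhibition above about 50% at 20 µM, limit read from the data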;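 note: plate controls were DMSO wells with enzyme for no effect and wells lacking enzyme for full effect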
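assay system = SCP-1 phosphatase catalytic domain, residues 76-261 | buffer or medium = 50 mM Tris acetate pH 5.5, 0.005% Tween-20, 10 mM MgCl2 | incubation = enzyme reaction 45 min at room temperature, colour 5 min, stabilisation 30 min | signal = Phosphate-binding colour reagent, absorbance read at 630 nm | measure = % inhibition at 20 µM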
SUMO1-SIM PPI: SUMO1-SIM interaction modulation. SUMO1 binding to a labelled peptide, TR-FRET, 1 h. inhibition, % at 20 µM. P63165. AID 602429. 360,000 tested, 0.33% active; in the data active = inhibition above about 37%
CSN inh: CSN deneddylation inhibition. Purified CSN, SCF-Nedd8-OG deneddylation, fluorescence polarization. inhibition, % at 12.5 µM. 360,000 tested, 0.38% active;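 active = pattern-corrected inhibition above about 35%, with an unprinted fluorescence ratio check between 0.5 and 1.5, limit read from the data, passing the limit was not always enough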;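 note: 0% = enzyme with substrate and 100% = substrate without enzyme; some results filed as inactive read as strong as hits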
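assay system = purified human Csn5 enzyme expressed in HEK293T cells | amount = 0.24 nM enzyme | buffer or medium = Tris/NaCl/DTT buffer, pH 7.5 | reagent = 10 nM SCFSkp2-Nedd8OG | compound = one concentration, 12.5 µM, 0.25% DMSO | times = 90 min reaction at room temperature | signal = FP | read-out basis = % inhibition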
LMPTP block: LMPTP (human) inhibition; P24666; recombinant LMPTP-A, OMFP fluorogenic substrate, fluorescence intensity; inhibition, % at 20 µM; 360,000 tested, 0.22% active;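 active = compounds that cut the enzyme signal by at least half of the control window in the single-dose screen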;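 note: plate controls were DMSO wells with enzyme plus substrate for no effect and substrate without enzyme for full effect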
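material = LMPTP-A | quantity = 0.625 nM enzyme | reagent = OMFP substrate, 400 µM final | buffer or medium = Bis-Tris pH 6.0, DTT, detergent | detection = endpoint fluorescence intensity from OMFP dephosphorylation | dosing = single 20 µM dose | read-out basis = % inhibition relative to no-enzyme and uninhibited control wells | control set = no-enzyme and uninhibited controls | timing = 50 min at room temperature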
DNMT1 block: inhibitors of human DNMT1; DNMT1 molecular beacon, Hinp1I cleavage, fluorescence; inhibition (reported as % activation of signal), % at 10 µM; P26358; 360,000 tested, 0.83% active; in the data active = inhibition above about 50%
Target sequence (P26358 504-1616 limits assumed): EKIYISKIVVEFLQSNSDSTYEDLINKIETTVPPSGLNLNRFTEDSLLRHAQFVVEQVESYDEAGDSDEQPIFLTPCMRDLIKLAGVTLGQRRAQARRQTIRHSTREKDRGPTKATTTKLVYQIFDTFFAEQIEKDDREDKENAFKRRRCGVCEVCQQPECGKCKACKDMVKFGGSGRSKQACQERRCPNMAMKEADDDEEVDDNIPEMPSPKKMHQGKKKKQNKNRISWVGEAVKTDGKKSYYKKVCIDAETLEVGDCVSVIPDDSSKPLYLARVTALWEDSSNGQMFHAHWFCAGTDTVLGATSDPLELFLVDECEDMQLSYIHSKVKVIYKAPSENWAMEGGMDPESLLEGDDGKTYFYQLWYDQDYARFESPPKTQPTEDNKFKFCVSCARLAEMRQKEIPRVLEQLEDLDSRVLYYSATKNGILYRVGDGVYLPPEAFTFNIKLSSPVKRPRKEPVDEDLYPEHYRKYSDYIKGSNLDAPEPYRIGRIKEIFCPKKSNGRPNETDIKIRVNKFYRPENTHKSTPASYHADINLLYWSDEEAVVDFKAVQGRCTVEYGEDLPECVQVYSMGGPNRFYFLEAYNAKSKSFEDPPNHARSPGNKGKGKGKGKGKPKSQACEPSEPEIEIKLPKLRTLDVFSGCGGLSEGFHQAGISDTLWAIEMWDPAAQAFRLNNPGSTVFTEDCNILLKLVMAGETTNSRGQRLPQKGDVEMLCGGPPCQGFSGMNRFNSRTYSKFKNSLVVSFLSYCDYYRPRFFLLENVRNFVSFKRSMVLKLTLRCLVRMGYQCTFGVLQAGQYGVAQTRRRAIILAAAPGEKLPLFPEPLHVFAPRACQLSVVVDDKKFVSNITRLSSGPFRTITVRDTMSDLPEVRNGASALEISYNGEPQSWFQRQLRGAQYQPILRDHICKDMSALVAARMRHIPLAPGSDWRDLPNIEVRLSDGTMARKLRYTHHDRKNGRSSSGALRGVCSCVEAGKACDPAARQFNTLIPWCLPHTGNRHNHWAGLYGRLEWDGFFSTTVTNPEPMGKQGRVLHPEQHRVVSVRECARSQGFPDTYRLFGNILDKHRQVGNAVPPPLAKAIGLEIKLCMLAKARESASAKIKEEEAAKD
STEP block: STEP (human) phosphatase inhibition; P54829; recombinant STEP, OMFP fluorogenic substrate, fluorescence; inhibition, % at 20 µM; 360,000 tested, 0.25% active; AID 588621;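 active = inhibition at 20 µM, scaled per plate between control wells, above about 37%, limit read from the data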;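 note: 0% = DMSO with enzyme and substrate and 100% = substrate only without enzyme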
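System: isolated STEP enzyme; schedule: 20 min enzyme reaction at room temperature, protected from light; medium: Bis-Tris buffer pH 6.0, 2.5 mM DTT, 0.005% Tween 20; signal: fluorescence, 480/540 nm; dosing: single compound dose of 20 µM, 1% DMSO final; also added: OMFP substrate, 25 µM final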
Rpn11 block: inhibitors of human proteasome Rpn11 | human 26S proteasome, Ub4-pepOG fluorescence polarization; 20S core pre-blocked with epoxomicin | calls only at 20 µM | 360,000 tested, 0.59% active;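 active = inhibition at 20 µM, scaled to each plate's controls, above about 33%, limit read from the data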
Tb MetRS inh: blocks T. brucei methionyl-tRNA synthetase activity | purified T. brucei MetRS, ATP depletion, Kinase-Glo luminescence | inhibition, % at 11.9 µM | 360,000 tested, 0.4% active | AID 624268;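 active = inhibition above a per-plate cutoff of the control wells' mean inhibition plus 3 SD, cut at about 5.5% in these data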;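 note: 0% = DMSO wells median and 100% = median of wells with control inhibitor compound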
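Dosing: 11.9 µM compound single dose, 0.9% DMSO; Assay system: purified T. brucei MetRS enzyme; Measured by: Kinase-Glo luciferase luminescence reporting remaining unconsumed ATP; Schedule: 15 min plus 2 h at 25 °C.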
* = called active by the depositor; i = inactive; x = no result given.

SMILES	NadD block	MsrA inhibitor	Scp-1 inhibitor	SUMO1-SIM PPI	CSN inh	LMPTP block	DNMT1 block	STEP block	Rpn11 block	Tb MetRS inh
CN(C)C(=O)C[n+]1ccc(/C=N/O)cc1	3	-0.3	1	-9	-4	-1.6	9	-1	i	-0.8
COc1cccc(CN2CCCC(C(=O)c3ccc4c(c3)OCO4)C2)c1O (centres undefined)	1	1.1	-10	1	-2	0.7	0	-1	i	-0.1
CCOc1cc(C2NC(=S)NC(C)=C2C(=O)Nc2ccc(OC)cc2)ccc1O (centres undefined)	3	-0.8	-2	0	-1	-1.5	0	3	i	-1.8
CCN(CC)S(=O)(=O)c1ccc(NC(=O)C(C)N(c2ccc(OC)cc2)S(C)(=O)=O)cc1 (centres undefined)	-1	0.3	-11	-1	4	0.0	1	0	i	-0.4
Clc1nc2sccn2c1/C=N/n1cnc2ccccc21	1	2.6	-7	-7	0	2.7	0	4	i	0.1
O=C1CN(CC(=O)N2CCCCC2)c2ccccc2O1	7	0.6	-7	-8	-5	6.0	-12	-7	i	-0.8
O=C(Nc1ccc(N2CCN(Cc3ccccc3)CC2)cc1)c1ccccc1[N+](=O)[O-]	-2	-1.4	11	-6	-5	-1.3	-4	-2	i	0.0
CCN(C(=O)c1cc2cccc(OC)c2oc1=O)C1CCCCC1	-9	1.0	3	-1	-9	-1.3	2	-8	i	-1.4
COc1ccccc1OCC(=O)NCCSCc1ccc(Cl)cc1	-8	-0.2	-5	2	-4	-1.1	-4	4	i	0.0
O=C(NC(=S)Nc1ccccc1N1CCOCC1)c1sc2ccccc2c1Cl	2	-1.3	-4	-2	1	0.5	21	0	i	-0.2
COc1ccccc1NC(=O)COc1ccc(/C=N/NS(=O)(=O)c2ccc(C)cc2)cc1	1	0.2	-8	-8	2	2.6	-8	4	i	0.2
O=C(CSc1cn(CC(=O)N2CCCC2)c2ccccc12)NCC1CCCO1 (centres undefined)	-5	-0.5	-5	3	2	-1.3	-1	-2	i	-0.1
COc1ccc(C(=O)c2c(-c3cccc(C)c3)oc3ccc(N4CCOCC4)cc23)cn1	2	1.5	1	-7	-6	3.7	-8	-1	i	-0.2
CC1(C(=O)NS(=O)(=O)c2cccc(OC(F)F)c2)CCN1C(=O)c1ccccc1 (centres undefined)	4	0.1	x	1	1	-2.4	1	-2	i	0.3
Cc1cc(C(=O)OCC(=O)N(C)c2ccccc2)c(C)o1	4	-0.2	0	4	-1	-0.6	4	1	i	-0.2
CC(C)Oc1ccc(CCNC(=O)CC2C(=O)NCCN2C)cc1 (centres undefined)	-2	0.1	-7	-4	4	-1.0	-3	1	i	-1.3
COc1ccccc1NS(=O)(=O)c1cc(NC(=O)CNC(=O)c2ccc(C)s2)ccc1Cl	3	0.1	-9	19	1	0.2	-5	-2	i	0.3
COc1cc(OC)nc(Oc2ccccc2C=O)n1	0	-0.6	-10	0	-5	-0.3	-3	0	i	-0.1
CCC(NC(=O)c1cncc(Br)c1)c1ccccc1 (centres undefined)	1	1.6	-11	3	0	-1.8	-2	0	i	-0.9
COc1ccc(-c2sc3ccc(OC)cc3c2C#Cc2ccccn2)cc1	6	1.3	6	-5	-4	7.6	-8	0	i	0.2

Profiles as entered above. Order of values: NadD block	MsrA inhibitor	Scp-1 inhibitor	SUMO1-SIM PPI	CSN inh	LMPTP block	DNMT1 block	STEP block	Rpn11 block	Tb MetRS inh
Cc1cc(C(=O)OCC(=O)N(C)c2ccccc2)c(C)o1 in the list: 4	-0.2	0	4	-1	-0.6	4	1	i	-0.2
O=C(CSc1cn(CC(=O)N2CCCC2)c2ccccc12)NCC1CCCO1 (centres undefined) in the list: -5	-0.5	-5	3	2	-1.3	-1	-2	i	-0.1
CC(C)Oc1ccc(CCNC(=O)CC2C(=O)NCCN2C)cc1 (centres undefined) in the list: -2	0.1	-7	-4	4	-1.0	-3	1	i	-1.3
COc1ccccc1NC(=O)COc1ccc(/C=N/NS(=O)(=O)c2ccc(C)cc2)cc1 in the list: 1	0.2	-8	-8	2	2.6	-8	4	i	0.2
COc1ccc(-c2sc3ccc(OC)cc3c2C#Cc2ccccn2)cc1 in the list: 6	1.3	6	-5	-4	7.6	-8	0	i	0.2

The main list resumes, starting 3 compounds before the break.
SMILES	NadD block	MsrA inhibitor	Scp-1 inhibitor	SUMO1-SIM PPI	CSN inh	LMPTP block	DNMT1 block	STEP block	Rpn11 block	Tb MetRS inh
COc1cc(OC)nc(Oc2ccccc2C=O)n1	0	-0.6	-10	0	-5	-0.3	-3	0	i	-0.1
CCC(NC(=O)c1cncc(Br)c1)c1ccccc1 (centres undefined)	1	1.6	-11	3	0	-1.8	-2	0	i	-0.9
COc1ccc(-c2sc3ccc(OC)cc3c2C#Cc2ccccn2)cc1	6	1.3	6	-5	-4	7.6	-8	0	i	0.2
O=C(NCCCc1nc2ccccc2[nH]1)c1ccc(F)cc1	-6	-0.4	-5	0	-4	-1.8	9	-6	i	0.4
COc1ccc(CCNC(=O)CCn2c(=O)oc3ccccc32)cc1	-7	-0.4	-12	-2	0	-1.9	7	-1	i	-0.3
Cc1nc([N+](=O)[O-])cn1CC(O)c1ccc(F)cc1 (centres undefined)	0	0.0	-3	-2	-2	-1.3	3	0	i	-0.7
CC(=O)Nn1c(C)nnc1-n1nc(C)cc1C	-7	-0.7	-13	3	0	-2.1	1	-2	i	-0.1
CCCCNc1ccccc1C(=O)OCC(=O)Nc1ccc(S(N)(=O)=O)cc1	-5	-1.0	5	5	-1	0.5	-6	-4	i	-0.3
CC1CCC(NC(=O)CN2CCCN(Cc3ccc(F)cc3Cl)C2=O)CC1 (centres undefined)	1	0.0	4	-1	2	-2.6	-1	3	i	0.0
O=C(Nc1ccc2c(c1)OCCO2)c1c[nH]c(=O)n(-c2ccc(F)c(Cl)c2)c1=O	-3	3.6	-22	0	-1	1.8	-2	-3	i	0.2
Cc1ccccc1-c1ccc(=O)n(CC(=O)Nc2ccc(-n3cnnn3)cc2)n1	-3	0.3	6	-2	-2	-0.2	90*	1	i	0.2
Cc1ccc(NC(=O)c2ccc(=O)[nH]c2)cc1S(=O)(=O)N1CCCCC1	3	1.3	2	16	-1	-0.2	0	2	i	-0.7
COc1ccc2nc(SCC(=O)NCc3ccc(S(N)(=O)=O)cc3)[nH]c2c1	5	0.7	-9	4	0	-0.2	0	-2	i	0.0
CCN1C(=O)Nc2cccc3cccc1c23	-1	0.3	-4	-9	1	0.6	-7	0	i	-0.7
COC(=O)CSc1nnc(-c2ccncc2)o1	5	0.1	-5	-1	0	1.6	-3	0	i	-0.7
CC1=C(C(=O)OC2CCCCC2)C(c2ccc(O)cc2)NC(=O)N1 (centres undefined)	-7	-0.6	-4	-17	0	-0.6	2	0	i	-0.2
Cc1cccc(NC2=NCC(=O)N2CCc2ccccc2)c1	0	0.4	0	-2	4	-0.8	0	-1	i	-0.2
COc1cccc(-c2cc(C(=O)Nc3ccn(Cc4ccc(C)cc4)n3)no2)c1	-10	0.2	-14	-4	2	4.7	5	-2	i	-0.3
O=C(Nc1cccc2cccnc12)c1ccc2sc([C@@H]3O[C@H](CO)[C@H](O)[C@H](O)[C@H]3O)nc2c1	6	-0.1	x	-17	-7	-1.0	5	-1	i	-0.3
O=C(NC(=S)Nc1ccc2c(c1)OCO2)c1ccccc1	-1	0.8	-18	-1	2	1.0	-3	0	i	-0.2
CCOC(=O)C1CCN(C(C(=O)NC2CCCCC2)c2ccc(OC)cc2)CC1 (centres undefined)	-2	-2.0	-5	7	8	0.8	-2	-2	i	-0.2
Clc1cccc(Cc2c(-c3ccccc3)nc3ccc(Br)cn23)c1	10	-0.9	x	5	6	2.6	7	0	i	-0.2
CC(SCc1ccccc1)C(=O)Nc1ccccc1-c1ccccc1 (centres undefined)	3	0.1	-2	-2	-1	1.6	0	-1	i	-0.4
CC1(C)CC(O)CC(C)(C)N1CC(O)COCCOc1ccc(Br)cc1 (centres undefined)	-12	0.3	0	3	-3	-0.8	0	-2	i	0.0
CSc1nnc2c(n1)OC(c1ccc(C(=O)O)cc1)N(C(C)=O)c1ccccc1-2 (centres undefined)	4	2.5	-8	-23	-6	-0.6	1	-1	i	-1.2
c1ccc(-c2ccc(OCCN3CCOCC3)cc2)cc1	-6	-0.9	-6	-3	-3	-2.9	1	-2	i	-0.2
CC(O)CNC(=S)Nc1ccccc1 (centres undefined)	-2	-0.5	2	-2	-7	-0.8	-1	1	i	0.2

The order is random; about 3.9% have a hit in one of these screens.
